Screening data from PubChem.
RBBP9 inh: human RBBP9 inhibitors, primary screen, biochemical, fluorescence polarization, FP-Rh probe, HTS. Serine hydrolase RBBP9 (Homo sapiens), O75884. recombinant RBBP9. 220,000 compounds, 0.2% hits. inhibition, % at 7.94 µM. AID 1515, 2009;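 active means inhibition above the campaign mean of all tested compounds plus 3 SD, cut at about 14% in these data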;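 further: plate controls were DMSO wells with RBBP9 for no effect and wells lacking RBBP9 protein for full effect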
Target sequence (O75884 whole entry, looked up): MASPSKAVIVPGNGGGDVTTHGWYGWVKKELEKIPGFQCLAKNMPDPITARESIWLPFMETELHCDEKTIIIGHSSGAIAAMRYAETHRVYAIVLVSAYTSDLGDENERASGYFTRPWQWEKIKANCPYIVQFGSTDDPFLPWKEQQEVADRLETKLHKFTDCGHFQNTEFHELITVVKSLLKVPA
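System: RBBP9 protein / Quantity: 2.5 µM RBBP9 dispensing solution, before mixing / Also added: Serine-hydrolase probe FP-Rh, 375 nM pre-mixing / Dosing: 7.94 µM single dose, 0.794% DMSO / Timing: enzyme-compound preincubation 30 min, then probe labeling 45 min, 25 °C / Signal: FP readout at 525/598 nm / Controls: DMSO-treated enzyme wells and wells lacking RBBP9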
EP2 antag: human EP2 receptor antagonists, primary screen, TR-FRET cAMP, C6 glioma cells | Prostaglandin E2 receptor EP2 subtype (Homo sapiens), P43116 | C6 glioma cells expressing human EP2; cells stimulated with saturating PGE2 | inhibition, % at 25 µM | 260,000 compounds, 0.52% hits;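 active means percent inhibition above 40 after rounding to a whole number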;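 further: rat C6 glioma host cells with rolipram phosphodiesterase inhibitor present; the protocol text gives 20 µM as final concentration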
Runt-SMMHC FRET: inhibitors of RUNX1 Runt–CBFb-SMMHC binding, primary screen, biochemical, FRET, Cerulean-Runt, Venus-CBFb-SMMHC, uHTS | Runt-related transcription factor 1 (Homo sapiens) + Core-binding factor subunit beta … | Cerulean-Runt/Venus-CBFb-SMMHC FRET ratio 530/480, 1 h | inhibition, % at 20 µM | 220,000 compounds, 0.74% hits | AID 1434, 2008;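 active means mean inhibition across duplicate retests at 20 µM reaching about 50%, limit read from the data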;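 further: 0% = DMSO wells and 100% = wells with excess untagged CBFb-SMMHC; inhibitors lower the FRET ratio by blocking Runt binding to CBFb-SMMHC; some results filed as inactive read as strong as hits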
Target sequence (Q01196 whole entry, looked up): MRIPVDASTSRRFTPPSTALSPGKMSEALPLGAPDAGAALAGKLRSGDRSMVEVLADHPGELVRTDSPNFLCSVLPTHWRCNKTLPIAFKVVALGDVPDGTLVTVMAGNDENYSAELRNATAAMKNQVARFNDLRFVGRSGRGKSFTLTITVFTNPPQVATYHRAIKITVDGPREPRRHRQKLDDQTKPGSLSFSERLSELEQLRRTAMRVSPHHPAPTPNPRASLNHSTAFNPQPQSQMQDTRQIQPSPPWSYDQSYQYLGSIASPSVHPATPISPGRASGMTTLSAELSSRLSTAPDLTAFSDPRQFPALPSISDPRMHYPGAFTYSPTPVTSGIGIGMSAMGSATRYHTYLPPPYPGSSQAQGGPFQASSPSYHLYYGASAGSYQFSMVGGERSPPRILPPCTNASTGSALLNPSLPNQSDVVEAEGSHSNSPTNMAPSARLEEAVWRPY
Target sequence (Q13951 whole entry, looked up): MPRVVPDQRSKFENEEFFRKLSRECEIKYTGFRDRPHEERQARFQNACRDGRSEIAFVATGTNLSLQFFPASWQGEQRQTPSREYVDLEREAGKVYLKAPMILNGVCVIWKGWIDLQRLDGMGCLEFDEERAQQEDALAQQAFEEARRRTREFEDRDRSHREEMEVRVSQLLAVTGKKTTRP
EP2 mod: EP2 receptor modulators, cAMP readout, primary screen, cell-based, HTRF cAMP, PGE2 stimulation; induction, % at 25 µM; Prostaglandin E2 receptor EP2 subtype (Homo sapiens), P43116; 260,000 compounds, 0.83% hits; EP2-expressing cells, cAMP HTRF FRET, PGE2 co-stimulation;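 active means compounds whose cAMP rise, as percent of the full-agonist control response, exceeds 60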;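 further: rat C6 glioma line stably carrying human EP2 under a CMV promoter; the protocol text gives 20 µM as final concentration; 100% = response of wells given 1 µM PGE2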
TNF necrop inh: inhibitors of TNF-alpha triggered necroptosis, primary screen, cell-based, Jurkat FADD-/-, single concentration | 220,000 compounds, 0.068% hits | activation (protection from cell death), % at 10 µM | Jurkat FADD-/- TNF necroptosis rescue, ATP luminescence, 24 h; 0 = TNF only, 100 = no-TNF cells;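 active means activation, meaning protection from cell death, of at least 50% relative to plate controls; inactive means activation below 50%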;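 further: necroptosis triggered by 40 ng/mL TNF-alpha added together with compound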
L929 necroptosis: inhibitors of zVAD-triggered necroptosis, primary screen, L929 cells; viability rescue, % at 10 µM; L929 zVAD necroptosis rescue, ATP luminescence, 24 h; with zVAD 60 µM; 220,000 compounds, 0.38% hits;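 active means activation, scaled between plate controls, above about 75%, limit read from the data; inactive means activation under that limit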;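 further: 0% = zVAD with DMSO and 100% = DMSO alone without zVAD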
Runt-CBFb FRET: inhibitors of RUNX1 Runt–CBFb binding, primary screen, biochemical, FRET, Cerulean-Runt, Venus-CBFb, uHTS | 220,000 compounds, 0.46% hits | Cerulean-Runt/Venus-CBFb FRET ratio 530/480, 1 h | inhibition, % at 20 µM | Runt-related transcription factor 1 (Homo sapiens) + Core-binding factor subunit beta …;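 active means inhibition over about 50% at 20 µM in the single-dose screen, limit read from the data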;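 further: 0% = DMSO wells and 100% = excess unlabeled CBFb competitor control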
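Schedule: protein complex preformed 1 h, compound exposure 1 h, room temperature, dark; test system: Cerulean-labeled Runt domain protein; amount: 100 nM per protein; buffer or medium: Tris 50 mM pH 7.5, KCl, K2SO4, 0.01% BSA; read-out: loss of energy transfer signal; detection: FRET fluorescence; controls: 5 µM unlabeled CBFb as full-inhibition high control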
PERK inhibitor: block of dimerizer-induced PERK translation repression, primary screen, PERK inhibitor project, CHO PERK-DD cells, SEAP luminescence, HTS | AID 1416, 2008 | 220,000 compounds, 0.17% hits | CHO PERK-DD fusion, SEAP luminescence translation reporter | inhibition, % at 5.6 µM | Eukaryotic translation initiation factor 2-alpha kinase 3 (Homo sapiens), Q9NZJ5;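 active means inhibition above the mean inhibition of all tested compounds plus 3 SD, set separately per screening campaign, cut at about 2.9% in these data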;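 further: PERK kinase domain activated by AP20187 dimerizer at 100 nM; 0% = DMSO with dimerizer and 100% = rapamycin at 8.4 µM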
Hck-Nef inh: inhibitors of Nef-activated human Hck kinase, primary screen, biochemical, Z-Lyte FRET, 384-well, Hck-YEEI | Tyrosine-protein kinase HCK (Homo sapiens), P08631 | Recombinant Hck-YEEI plus Nef, Z-Lyte FRET kinase assay | inhibition, % at 20 µM | 220,000 compounds, 0.68% hits;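 active means Hck-Nef kinase inhibition above about 50%, limit read from the data; inactive means inhibition below that limit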;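 further: 0% = DMSO with Hck plus Nef and 100% = Hck alone without Nef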
An asterisk follows results filed as active; nt = no result given; & = joins results of further samples. These rows are one share of the data, so the mix of outcomes need not match the whole.

canonical_smiles	RBBP9 inh	EP2 antag	Runt-SMMHC FRET	EP2 mod	TNF necrop inh	L929 necroptosis	Runt-CBFb FRET	PERK inhibitor	Hck-Nef inh
COc1ccc(-c2nnc(CSc3ncnc4sc5c(c34)CCC5)o2)cc1OC	nt	6.8	-4.8	-12.9	nt	nt	-0.2	nt	nt
CN(C)c1ccc(CN(C)C2CCCCC2)cc1	-10.8	5.4	1.7	19.6	3.1	0.4	2.9	-1.0	8.6
Cc1occc1-c1nnc(SCC(=O)NCC2CCCO2)n1C (stereo not given)	-9.8	9.2	1.0	2.8	-1.2	-0.2	2.0	0.8	1.5
CCOC(=O)c1c(C)[nH]c(C2=NNC(=Nc3ccccc3)SC2)c1C	-2.7	10.1	3.2	16.5	-6.2	5.8	6.1	0.1	1.7
CCN(CC)CCNC(=O)c1nn(-c2ccc(C)cc2)c(=O)c2c1c1ccccc1n2C	-11.3	11.9	1.1	20.1	-5.2	-0.3	-1.7	-0.6	-7.9
NS(=O)(=O)c1ccc(Nc2nc(-c3ccccc3)cs2)cc1	-0.3	38.7	0.8	-31.1	-7.5	-0.2	1.6	0.3	4.9
CC(C)n1cnc2c(Nc3cccc(Cl)c3)nc(NCCCO)nc21	nt	8.5	1.1	-7.2	-14.7	0.1	1.7	nt	96.5*
Cc1ccc(-n2cc(CN(C)Cc3ncc[nH]3)c(-c3cccc(C)c3)n2)cc1	-7.6	1.4	nt	-5.7	-1.1	1.4	nt	-0.2	25.7
Cc1nnc(SCC(=O)N2CCOCC2)c2ccccc12	-8.4	6.0	3.9	-5.9	-3.2	0.0	-1.1	0.8	0.2
O=C(NCc1cccc(F)c1)C1CCN(C(=O)c2sccc2-n2cccc2)CC1	-5.5	5.6	-1.4	-6.5	2.7	-0.5	-0.9	0.4	3.0
C=CCc1cc(C=O)cc(OCC)c1OCc1ccc(Cl)cc1	-8.8	6.0	-5.8	86.8*	0.5	0.8	-1.3	1.2	-1.8
COC(=O)CSCC(=O)Nc1cc2c(cc1C(C)=O)OCO2	-3.8	15.2	1.4	-8.1	-0.5	-0.7	0.4	2.2	0.8
CSc1ccccc1NC(=O)c1ccccn1	-0.9	3.7	4.5	14.8	-1.1	0.4	0.8	0.3	20.5
O=C(c1ccccc1)N1CCN(C(=O)c2ccc3c(c2)OCCO3)CC1	-1.1	7.0	1.6	12.5	1.1	3.6	0.2	1.4	21.0
CN(C)CCCN1c2ccccc2CCc2ccc(Cl)cc21	0.7	12.6&9.1&8.1	23.5	-18.6&-22.6&0.1	-3.6	2.8	5.6	-1.8	-4.9
CC(=O)C1=C(C)NC2=C(C(=O)c3ccccc32)C1c1ccccc1 (stereo not given)	5.4	4.3	11.3	13.0	-1.6	-0.1	-2.3	0.7	-103.6
CCOc1cc(C(=O)N/N=C/c2ccsc2)cc(OCC)c1OCC	-6.2	7.6	-1.8	-16.1	-0.9	1.8	-0.4	0.0	4.0
CCC(C)Sc1nnc(CNC(=O)C23CC4CC(CC(C4)C2)C3)n1C1CCCCC1 (stereo not given)	-6.6	4.0	-4.4	44.8	-2.5	10.8	-9.4	1.0	-0.5
Cc1c(C(=O)N2CCCCC2)sc(NC(=O)c2ccco2)c1C#N	3.5	10.6&9.7	34.1	14.2&30.9	-1.5	0.0	9.4	0.2	9.8
Cc1cc(C2=NNC(=Nc3ccc(S(=O)(=O)N4CCOCC4)cc3)SC2)c(C)n1C	-11.6	9.8	1.7	-7.8	0.6	0.3	9.5	0.1	62.7*
Cn1c(=O)n(-c2cccc(Cl)c2)c(=O)c2c3c(sc21)COC(C)(C)C3	-0.7	7.9	-1.1	-13.7	0.2	0.2	-0.5	-0.1	-0.8
Cc1cc(C)nc(SCC(=O)c2ccc3c(c2)OCCO3)n1	-10.3	11.9	-2.5	-39.6	-4.5	-0.4	-2.6	-0.3	-1.4
CCCCn1c(-c2ccc([N+](=O)[O-])cc2)n[nH]c1=S	3.7	10.2	1.6	1.0	-3.2	0.1	-4.6	0.2	-0.2
Cc1cccn2cc(-c3ccc(S(=O)(=O)N4CCCCC4)cc3)nc12	-3.0	3.8	nt	-52.1	2.1	2.2	nt	-0.2	20.0
CCOC(=O)N1CCN(C(=O)C(NC(=O)c2ccc(CC)cc2)C(C)C)CC1 (stereo not given)	-0.8	10.9	-4.0	-1.0	-1.2	0.3	-1.7	-1.2	-1.1

New compounds follow
canonical_smiles	RBBP9 inh	EP2 antag	Runt-SMMHC FRET	EP2 mod	TNF necrop inh	L929 necroptosis	Runt-CBFb FRET	PERK inhibitor	Hck-Nef inh
COc1ccc(N2CCN(C(CNC(=O)C(=O)NCCC3=CCCCC3)c3ccco3)CC2)cc1 (stereo not given)	-4.8	5.7	-1.1	11.6	2.0	1.2	-1.5	0.9	6.4
CCOC(=O)c1c(C)[nH]c(C(=O)OCC(=O)Nc2ccc(OC)c(Cl)c2)c1C	6.6	11.3	-2.8	17.4	-2.3	1.1	0.1	0.9	13.0
Cc1ccc(NC(=O)N2CCC(c3ccccc3)C2)cc1C (stereo not given)	2.4	5.0	-1.0	-31.9	1.6	0.8	-2.1	0.3	15.5
Cc1ccc(CC2S/C(=C(/C#N)C(=O)NCc3ccco3)N(c3ccccc3)C2=O)cc1 (stereo not given)	-2.3	8.1	16.5	11.1	-1.0	-0.4	4.2	-0.7	3.1
CCOC(=O)C(C)Oc1ccccc1C1NC(=O)NC(C)=C1C(=O)Nc1ccc(C)c(C)c1 (stereo not given)	-6.7	7.1	1.4	10.6	1.0	0.0	-1.9	-0.3	-0.1
O=C(O)C1CCCN1S(=O)(=O)c1ccc2c(c1)CCC2 (stereo not given)	-10.3	12.5&8.7	1.6	23.6&9.7	-9.7	-0.1	0.3	1.7	-1.2
CC(C)(C)NC(=O)CSc1n[nH]c(=O)n1-c1ccccc1	4.5	8.8	-1.8	20.8	0.0	2.7	0.0	0.3	-1.0
O=C(COc1ccccc1[N+](=O)[O-])N/N=C/c1ccncc1	-1.1	11.6	0.9	1.9	1.4	11.9	-0.6	0.7	20.2
Cc1nn(Cc2ccc(Cl)c(Cl)c2)c(C)c1NC(=O)c1cn(-c2ccccc2)nc1-c1ccccc1	-3.6	11.3	3.4	-17.7	-6.5	0.4	1.7	0.7	-0.9
COC(=O)c1cc(OC)c(OC)cc1NC(=S)N1CCCC1	-7.1	6.8	0.7	2.5	-0.7	5.7	-1.9	-1.2	19.1
Cc1nn(-c2ccccn2)c2c1C(=O)C(Br)CC2 (stereo not given)	3.2	3.8	29.7	42.4	-9.6	-1.5	4.4	0.2	24.4
Nc1c(-c2ccccc2)cnn1-c1cccc(C(F)(F)F)c1	-4.1	0.7	4.6	-18.6	-0.5	0.7	0.1	0.7	1.0
COC(=O)/C=C1\SC(=Nc2ccccc2)NC1=O	-4.0	6.2	0.4	-9.1	1.2	0.1	-3.1	0.7	1.0
c1ccc(-c2nc[nH]c2-c2ccccc2)cc1	-4.4&-9.4	6.5&3.7	3.6&2.2	3.0&-3.8	-4.7&-1.9	0.5&0.4	2.8&6.1	0.1&0.5	3.4&2.6
OC(CN1C2=NCCN2c2ccccc21)c1ccc2c(c1)OCO2 (stereo not given)	-4.3	11.2	-1.3	10.9	2.2	0.0	-7.9	-0.1	-0.2
CCn1c(CNC(=O)c2cccc(C)c2)nnc1SCC(=O)NC1CCCCC1C (stereo not given)	-3.7	5.1	-6.3	-9.4	-0.4	0.2	-1.5	-0.1	0.4
Fc1ccccc1N1CCN(C(c2ccncc2)c2nnnn2C2CCCC2)CC1 (stereo not given)	-2.6	11.1&5.0	3.5	-12.4&-58.2	2.5	-0.9	-1.5	-0.4	-1.0
CC1CCN(CCCOc2ccc(OCc3ccccc3)cc2)CC1	-9.5	35.5	1.6	-26.3	0.3	5.0	-0.2	-0.9	1.1
Cc1ccc2cccc(S(=O)(=O)Nc3ccc4c(c3)OCO4)c2n1	0.2	5.2	0.4	-10.7	-1.6	-0.1	1.7	1.2	1.4
CCOC(=O)N1CCN(c2nc(C)c3c(n2)CC(C)CC3=O)CC1 (stereo not given)	0.9	7.8	1.8	8.9	-5.2	-0.2	-1.5	-0.7	0.3
COc1ccc(CCNS(=O)(=O)c2cccs2)cc1	10.3	9.6	-6.1	29.1	-0.7	0.4	-2.4	1.4	1.6
O=C(CN1C(=O)CCS(=O)(=O)c2ccccc21)Nc1cccc(Cl)c1	-8.8	12.3	-0.1	1.6	1.0	0.1	-0.5	0.5	0.2
N#C/C(=C\c1ccccc1[N+](=O)[O-])c1nc(C2CC2)cs1	-7.7	6.2	6.4	26.3	-5.5	nt	2.4	-0.3	-8.5
COc1cc(CC(=O)OC2CCOC2=O)cc(OC)c1OC (stereo not given)	0.0	6.4	-0.6	20.1	-2.8	0.5	-3.1	2.0	1.1
O=c1cnnc(Nc2ccc(Nc3ccccc3)cc2)[nH]1	-5.3	6.8	-5.5	17.3	-0.5	-0.7	0.9	0.4	25.8

Next entries.
canonical_smiles	RBBP9 inh	EP2 antag	Runt-SMMHC FRET	EP2 mod	TNF necrop inh	L929 necroptosis	Runt-CBFb FRET	PERK inhibitor	Hck-Nef inh
O=C(O)c1cc(NS(=O)(=O)c2ccc(NC3CCCCC3)c([N+](=O)[O-])c2)cc(C(=O)O)c1	-4.9	11.3	0.6	41.4	-0.2	8.9	1.0	1.5	29.5
Nc1cc(=O)[nH]c(SCC(=O)Nc2ccccc2Sc2ccc(Cl)cc2)n1	-4.9	3.3	1.9	-20.9	-2.2	1.2	0.4	0.4	14.6
Cc1ccc2[nH]c(=O)cc(C(=O)OCC(=O)c3ccccc3)c2c1	-2.6	15.3	-0.8	-27.8	0.4	1.1	-1.2	1.2	3.4
COc1cc(C(=O)Nc2ccc3c(c2)C(=O)c2ccccc2C3=O)cc(OC)c1OC	-7.6	3.5	-1.3	2.0	2.1	0.4	-0.6	-0.2	3.5
Cc1cc(S(=O)(=O)Nc2ccccc2C)ccc1F	-4.1	9.4	0.3	22.7	-0.7	-0.7	-2.0	0.1	8.2
